Screening data from PubChem BioAssay.
hgDAF-12 ag: H. glycines DAF-12 receptor agonists, primary screen, cell-based, luminescence, HEK293, GAL4 fusion, UAS-luciferase. HEK293 GAL4-hgDAF12 UAS-luciferase reporter, agonist luminescence; normalized to butyrate control. activation, % at 6.8 µM. 370,000 tested, 1.8% active. AID 687014, 2013;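 active means activation above a cutoff set at the mean of all screened compounds plus 3 SD, cut at about 10% in these data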;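 further: 0% = DMSO wells and 100% = sodium butyrate wells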
SMARCA2 act: SMARCA2 (BRM) function activators, primary screen, cell-based, luminescence, high throughput | activation, % at 9.1 µM | 370,000 tested, 1% active | MG213 cells, MMTV-luciferase reporter, dexamethasone, overnight | AID 652017, 2013; in the data active means activation above about 7.8%;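 further: 0% = vehicle wells and 100% = reference activator wells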
NR1D1 modulator: modulators of Rev-erb alpha DNA binding, primary screen, biochemical, FITC-DNA, fluorescence polarization, uHTS. Nuclear receptor subfamily 1 group D member 1 (Homo sapiens), P20393. Rev-erbα–FITC-DNA binding, 90 min. activity, % at 10 µM. 370,000 tested, 0.79% active;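 active means activity above about 14%, limit read from the data; passing the limit was not always enough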;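 further: 0% = DMSO wells with 35 nM protein and 100% = DMSO wells with 750 nM protein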
hcDAF12 agonist: H. contortus DAF-12 nuclear receptor activators, primary screen, cell-based, luminescence, HEK293, lit1-tk-luc reporter | HEK293 hcDAF-12 lit1-tk-luc reporter; 0% DMSO, 100% Δ7-dafachronic acid | activation, % at 6.8 µM | 370,000 tested, 1.4% active | AID 652067, 2013;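 active means activation above the mean of all tested compounds plus 3 SD, cut at about 5.5% in these data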;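 further: 100% = response to 3 µM Δ7-dafachronic acid high control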
DAX1 inh-1: DAX1 (NR0B1) inhibitors, primary screen, cell-based, HEK293, Gal4-DAX1, luciferase luminescence; Nuclear receptor subfamily 0 group B member 1 (Homo sapiens), P51843; HEK293 Gal4-DAX1 luciferase reporter; inhibition, % at 6.75 µM; 340,000 tested, 0.99% active; AID 504766, 2011;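 active means inhibition above the mean over all tested compounds plus 3 SD, cut at about 4.2% in these data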;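 further: 0% = DAX1-transfected cells with DMSO and 100% = empty-vector control cells with DMSO; inhibition shows as a rise in luminescence from relieved DAX1 repression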
Target sequence (P51843 207-470 limits assumed): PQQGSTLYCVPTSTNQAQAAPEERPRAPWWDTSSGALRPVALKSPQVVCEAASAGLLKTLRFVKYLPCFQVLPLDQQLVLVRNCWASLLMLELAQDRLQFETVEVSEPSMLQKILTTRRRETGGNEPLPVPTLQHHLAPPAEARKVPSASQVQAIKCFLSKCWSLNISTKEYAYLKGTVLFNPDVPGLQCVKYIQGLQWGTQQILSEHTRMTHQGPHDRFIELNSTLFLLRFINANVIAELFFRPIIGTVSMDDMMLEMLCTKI
DAX1 inh-2: DAX1 (NR0B1) inhibitors on StAR promoter, primary screen, cell-based, luminescence, SF-1 (NR5A1), full-length DAX-1 | HEK293T StAR-luciferase reporter, SF-1/DAX-1 repression relief | inhibition, % at 6.8 µM | 370,000 tested, 1.1% active | AID 652010, 2013;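 active means inhibition above the mean over all tested compounds plus 3 SD, cut at about 3.6% in these data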;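 further: 0% = DAX-1 cells with DMSO and 100% = cells lacking DAX-1 with DMSO; higher inhibition means more luminescence from relief of DAX-1 repression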
ssDAF-12 act: S. stercoralis DAF-12 nuclear receptor activators, primary screen, cell-based, luminescence, HEK293, GRIP1 co-expression, lit1-tk-luc; HEK293 ssDAF-12/GRIP1 lit1-tk-luc reporter; % of 3 µM dafachronic acid response; 370,000 tested, 1% active; activation, % at 6.8 µM; Nuclear hormone receptor DAF-12 (Strongyloides stercoralis);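 active means activation above the mean over all tested compounds plus 3 SD, cut at about 0.9% in these data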;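 further: 0% = DMSO-only wells and 100% = 3 µM delta7-dafachronic acid wells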
MBD2 inh: inhibitors of MBD2 binding to methylated DNA, primary screen, biochemical, TR-FRET, DNA-binding domain, human | inhibition, % at 4.4 µM | MBD2 binding to methylated oligonucleotide | 370,000 tested, 0.31% active | Methyl-CpG-binding domain protein 2 (Homo sapiens), Q9UBB5; in the data active means inhibition above about 13%
PLCb3 inh: human PLC-beta3 inhibitors, primary screen, biochemical, fluorescence; 1-phosphatidylinositol 4,5-bisphosphate phosphodiesterase beta-3 (Homo sapiens), Q01970; 370,000 tested, 0.18% active; Purified PLC-beta3, fluorogenic substrate; inhibition, % at 12.2 µM; AID 720704, 2013; in the data active means inhibition above about 11%;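 further: 0% = median of compound wells on plate and 100% = full blocker control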
PLCg1 inh: PLC-gamma1 enzyme inhibitors, primary screen, biochemical, fluorescence, purified enzyme; 1-phosphatidylinositol 4,5-bisphosphate phosphodiesterase gamma-1 (Homo sapiens), P19174; inhibition, % at 12.2 µM; AID 720700, 2013; 370,000 tested, 0.84% active; fluorogenic substrate; in the data active means inhibition above about 9.5%
ADAM17 inh: ADAM17 inhibitors, primary screen, biochemical, QFRET. inhibition, % at 6.95 µM. recombinant ADAM17, EDANS/DABCYL FRET peptide cleavage. AID 720648, 2013. 370,000 tested, 0.83% active. Disintegrin and metalloproteinase domain-containing protein 17 (Homo sapiens), P78536;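 active means inhibition above the mean of compounds lying between control limits plus 3 SD, set per campaign, cut at about 8.5% in these data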;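 further: 0% = DMSO-only wells as the low control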
Target sequence (P78536 215-824 limits assumed): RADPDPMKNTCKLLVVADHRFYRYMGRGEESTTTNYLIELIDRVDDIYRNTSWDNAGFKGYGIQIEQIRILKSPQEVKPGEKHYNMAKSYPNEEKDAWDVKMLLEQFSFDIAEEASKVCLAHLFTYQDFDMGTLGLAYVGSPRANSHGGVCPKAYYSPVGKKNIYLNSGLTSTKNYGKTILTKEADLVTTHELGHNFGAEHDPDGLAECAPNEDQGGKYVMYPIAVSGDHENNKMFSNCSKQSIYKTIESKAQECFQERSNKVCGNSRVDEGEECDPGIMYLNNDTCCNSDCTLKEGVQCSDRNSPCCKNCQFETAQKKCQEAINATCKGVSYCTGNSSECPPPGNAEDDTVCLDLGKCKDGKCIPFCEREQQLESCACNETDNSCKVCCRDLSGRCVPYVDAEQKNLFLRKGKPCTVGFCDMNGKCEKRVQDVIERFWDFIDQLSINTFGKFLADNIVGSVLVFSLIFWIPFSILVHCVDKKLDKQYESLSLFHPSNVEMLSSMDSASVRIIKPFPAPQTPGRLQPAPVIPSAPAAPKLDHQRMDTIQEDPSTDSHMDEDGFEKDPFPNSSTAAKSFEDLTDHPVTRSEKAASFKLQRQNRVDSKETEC
An asterisk follows results filed as active; . = not tested or not shown.

Order of values: hgDAF-12 ag	SMARCA2 act	NR1D1 modulator	hcDAF12 agonist	DAX1 inh-1	DAX1 inh-2	ssDAF-12 act	MBD2 inh	PLCb3 inh	PLCg1 inh	ADAM17 inh
> COc1ccc(-c2nnc3sc(-c4cccs4)nn23)cc1OC
 : 0.9	-1.0	11.3	-2.2	-1.3	-0.7	-1.1	0.8	-9.1	-8.2	-1.7
> COc1ccc(N2C(=O)CS(=O)C(c3ccccc3)C2=O)cc1 (stereo not drawn)
 : 0.6	1.7	-1.1	1.2	2.2	-0.3	-0.9	-3.1	2.3	-2.9	-4.3
> O=C(NC1CCCCC1)C(c1ccc2ncccc2c1)N(Cc1ccc2c(c1)OCO2)C(=O)c1cccs1 (stereo not drawn)
 : -1.0	1.0	-8.7	-0.9	1.9	0.8	-0.2	-2.2	0.2	9.6*	1.9
> CCCN(CCC)CCCNC(=S)Nc1ccc2nc(N3CCCC3)cc(C)c2c1
 : 2.1	14.8*	-2.9	0.5	0.4	-0.1	-1.0	2.0	-108.3	-87.9	-46.0
> Cc1cc(NC(=O)CCS(=O)(=O)c2ccc(F)cc2)no1
 : 1.4	0.9	-4.0	-1.1	-0.2	0.4	-0.5	-4.2	-6.1	-0.5	-3.0
> S=C(NCc1cccnc1)Nc1ccc(Oc2ccc(Cl)cc2)cc1
 : -3.7	-7.0	3.1	-4.1	-2.2	-1.7	-2.4	3.5	-6.6	1.9	0.2
> O=C(CSc1ncc(-c2ccccc2)[nH]1)Nc1ccccc1F
 : 0.7	0.1	-5.7	-0.8	0.8	-0.8	-0.6	0.1	-0.7	0.3	0.3
> CN(C)CC/C=C1\c2ccccc2Sc2cc(F)c(Cl)cc21
 : -1.7	-3.3	10.2	-1.2	-0.1	0.3	-1.9	1.8	-3.8	0.9	-3.5
> Cc1ccc(S(=O)(=O)NC(=O)COc2ccccc2C(N)=O)cc1
 : 3.4	2.4	-3.7	-1.3	1.3	1.3	-0.6	5.8	0.2	-0.8	-1.9
> Cc1cccc2cc(/C=N/NC(=O)[C@H]3C[C@@H]3c3ccccc3)c(Cl)nc12
 : -0.2	-2.9	-5.0	-0.2	-2.8	-0.6	-0.8	5.0	-6.7	0.5	-2.1
> COCCCNC(=O)c1ccc2nc(Cc3ccc(OC)cc3)oc2c1
 : 8.9	11.2*	-3.5	2.3	3.0	1.7	-0.1	6.7	-4.4	-1.5	-1.1
> COc1cccc(-c2cnc(C(O)c3cc(C)c(OC)c(C)c3)[nH]2)c1 (stereo not drawn)
 : -1.8	-2.4	-5.7	-1.6	.	-0.2	0.5	-2.1	0.6	-0.4	1.9
> COCCCC1CCN(C(=O)CCc2nnc(CCCCc3ccccc3)o2)CC1
 : -2.2	4.4	-4.9	-1.0	0.3	-1.1	-1.5	-6.1	5.4	2.0	1.2
> COc1ccc(NC(=O)c2cnc(SCC(=O)NCCc3ccccc3)n(C)c2=O)cc1
 : 2.3	-2.1	4.0	2.3	-0.5	0.5	-1.1	-0.1	-3.6	-3.7	-5.9
> COc1ccccc1N(CC(=O)NCc1ccc(F)cc1)C(=O)CCC(=O)Nc1nccs1
 : 0.4	-3.9	2.0	-0.6	-0.8	0.3	-1.2	4.2	2.9	8.1	5.1
> CN(CC(=O)NC1CCN(Cc2ccccc2)CC1)S(=O)(=O)c1ccc(Br)s1
 : -1.8	-2.4	-2.9	-1.7	-1.2	-0.8	-1.2	0.8	-4.7	1.9	0.2
> Cc1ccc(NC(=O)C2CCCN(S(=O)(=O)c3c(C)noc3C)C2)nc1 (stereo not drawn)
 : -0.5	-3.5	-0.7	-1.0	-1.2	-1.2	-0.8	3.0	1.6	1.2	3.0
> O=C(O)/C=C/c1ccc([N+](=O)[O-])o1
 : 3.0	-3.7	-1.2	-2.0	-0.1	-0.1	-1.5	2.9	-10.6	-9.2	-3.1
> COc1ccc(CNS(=O)(=O)CCNC(=O)c2ccc3c(c2)OCO3)cc1
 : 2.1	1.4	10.1	0.2	0.2	-1.0	-1.3	0.1	-5.0	-1.4	-1.1
> COC(=O)CC/C(O)=C1\C(=O)CC(C)(C)CC1=NCc1nc2ccccc2[nH]1
 : -2.3	-3.5	1.2	-1.7	-0.6	0.2	-1.7	1.6	2.8	-0.2	2.7
> O=C(O)c1ccc(-n2c(-c3ccccc3)n[nH]c2=S)cc1
 : 0.6	-0.9	-2.1	0.9	0.4	0.6	-0.7	-2.0	0.3	-0.4	-2.0
> COc1ccc(NS(=O)(=O)c2cc(NC(=O)/C=C/c3cccs3)ccc2N2CCOCC2)cc1
 : -6.5	-3.5	-1.9	-5.1	-2.1	-1.9	-2.7	-1.8	-6.8	-6.2	2.3
> Cc1cccc(C)c1N(CC(=O)Nc1cccc(N(C)S(C)(=O)=O)c1)S(C)(=O)=O
 : 1.3	-0.7	5.1	-1.4	0.6	0.0	-1.0	-3.9	2.0	0.1	-2.8
> CCc1ccccc1NC(=S)N(Cc1ccco1)C(C)c1cccs1 (stereo not drawn)
 : -0.8	-1.3	2.6	-1.1	2.6	-0.6	-0.2	-0.3	-7.6	-0.5	-0.4
> CCS(=O)(=O)NCCc1csc(-c2ccc(OC)c(OC)c2)n1
 : -0.5	0.5	4.9	-1.3	0.0	-1.0	-1.3	1.7	-18.0	-6.3	-51.8
> CC(=O)Nc1ccc(C(=O)N/N=C/c2ccncc2)cc1
 : -1.4	-2.3	5.3	-1.7	0.2	0.7	-1.1	3.1	2.0	-1.6	-3.6
> O=C(Cn1cnc2ccccc2c1=O)N1CCN(S(=O)(=O)c2ccc(F)cc2)CC1
 : -0.6	-3.1	1.4	0.9	0.0	3.6*	-1.0	-2.0	-6.0	4.7	4.0
> Cc1ccc2c(c1)C1CN(C)CCC1N2C(=O)c1cccc(S(=O)(=O)N2CC(C)CC(C)C2)c1 (stereo not drawn)
 : 0.5	-2.8	3.0	-0.2	-0.7	0.8	-0.7	3.8	1.8	-2.6	-7.2
> N#C/C(=C\c1ccc(-c2cccc(C(F)(F)F)c2)o1)C(=O)Nn1cnnc1
 : 0.7	-1.2	-5.1	2.8	-0.9	-0.3	-1.4	2.6	-5.1	-3.8	-2.2
> CCCC(=O)Nc1cccc(NC(=O)Cc2ccc(Cl)cc2)c1
 : 2.6	-3.6	9.6	1.3	.	-0.7	-0.9	8.3	-8.9	2.3	-2.9

Next part; it opens with the 2 that closed the last part.
Order of values: hgDAF-12 ag	SMARCA2 act	NR1D1 modulator	hcDAF12 agonist	DAX1 inh-1	DAX1 inh-2	ssDAF-12 act	MBD2 inh	PLCb3 inh	PLCg1 inh	ADAM17 inh
> N#C/C(=C\c1ccc(-c2cccc(C(F)(F)F)c2)o1)C(=O)Nn1cnnc1
 : 0.7	-1.2	-5.1	2.8	-0.9	-0.3	-1.4	2.6	-5.1	-3.8	-2.2
> CCCC(=O)Nc1cccc(NC(=O)Cc2ccc(Cl)cc2)c1
 : 2.6	-3.6	9.6	1.3	.	-0.7	-0.9	8.3	-8.9	2.3	-2.9
> CCCC(c1nnnn1C1CCCC1)N1CCN(c2ccccc2F)CC1 (stereo not drawn)
 : 2.9	2.3	3.9	-2.9	-1.2	-0.2	-1.3	-4.6	0.1	-0.8	-0.8
> COc1ccc(C2(C(=O)NCCCN(C)C)CCOCC2)cc1
 : 1.0	-1.6	-3.5	1.1	1.4	0.8	-1.4	2.6	1.4	1.3	-1.0
> O=C(COC(=O)C1CSC2(c3ccc(F)cc3)CCC(=O)N12)NC(=O)NC1CCCC1 (stereo not drawn)
 : 0.6	0.9	-2.1	-0.6	0.1	0.6	-1.2	-0.9	1.9	-2.7	-1.7
> Cc1cccc(C(=O)NNC(=O)/C=C/C(=O)O)c1
 : 5.8	3.6	-8.0	8.6*	1.2	0.6	0.7	4.7	-0.1	-0.2	-8.3
> CCN(C(=O)COC(=O)c1c(C)c(-c2ccccc2)nc2ccccc12)C1CCS(=O)(=O)C1 (stereo not drawn)
 : -0.8	-1.9	1.1	-0.7	-2.2	-0.6	-1.1	-0.3	-5.7	2.8	-3.7
> Cc1c(NC(=S)NC(NC(=O)C(C)C)C(Cl)(Cl)Cl)c(=O)n(-c2ccccc2)n1C (stereo not drawn)
 : -0.2	0.4	-1.6	-0.5	0.7	-0.8	-1.3	5.4	2.5	1.4	0.1
> COc1cccc(-n2c(O)c(C=NCc3ccccn3)c3ccccc3c2=O)c1
 : -1.7	-5.9	1.8	-2.4	-3.3	0.0	-1.3	-7.9	-53.4	-39.8	-27.7
> CCc1ccc2nc(/N=C(\N)NC(=O)c3ccccc3)nc(C)c2c1
 : 1.9	7.9*	23.3*	0.1	0.4	0.3	0.0	0.3	-9.7	-5.7	-10.9
> CC(=O)c1cccc(NC(=O)CN2C=NS(=O)(=O)c3ccc(C)cc32)c1
 : -1.2	-1.9	-6.5	0.8	0.7	-0.2	-0.8	-0.4	0.0	2.2	-0.9
> Oc1ccc(N=Nc2ccc3c(c2)OCCO3)c2cccnc12
 : -14.0	-5.9	7.4	-6.5	-2.7	-3.2	-3.5	-3.9	0.0	1.4	-0.9
> O=C(NCc1ccc(Cl)s1)C1CCC(=O)N(CCc2cccc(F)c2)C1 (stereo not drawn)
 : -1.9	-0.8	-1.8	-0.5	1.0	-0.4	-0.5	2.7	0.1	0.2	-0.9
> COc1ccc(Cl)cc1-c1nc(SCC(=O)N(C)C)n[nH]1
 : 3.5	1.2	-0.4	-0.2	-0.3	-0.8	-0.8	-5.3	-1.2	1.6	-3.4
> O=C1c2cccc3cccc(c23)C(=O)N1CC1CCN(CC(O)COc2ccc3ccccc3c2)CC1 (stereo not drawn)
 : -4.9	-3.3	10.5	-3.4	-3.8	-2.3	-2.0	0.8	-23.1	-7.8	-26.4
> CN(C)CCCn1c2c(c(SCC(=O)Nc3ccc4c(c3)OCO4)nc1=O)CCCC2
 : -1.1	-0.1	-2.6	-0.8	1.2	-0.2	-0.5	-4.5	1.9	7.2	-4.5
> CCOC(=O)c1cc(NC(=O)c2cccnc2)cc(C(=O)OCC)c1
 : -0.4	-2.2	-1.7	-2.2	-1.8	-0.6	-2.1	-2.0	-84.5	-0.8	-3.3
> O=C(C1=C(O)C(=O)N(c2nc3ccc(Cl)cc3s2)C1c1ccco1)c1ccco1 (stereo not drawn)
 : 6.8	-2.0	-27.9	2.8	0.4	2.6	0.3	9.6	-73.8	-34.7	6.2
> O=S(=O)(c1cccc(S(=O)(=O)N2CCOCC2)c1)N1CCCCCC1
 : 0.8	-1.2	-2.3	0.5	1.8	0.2	0.1	-0.6	-3.4	-0.6	-1.6

No enrichment for hits. About 7.4% of those tested had a hit in this group.
